Pf Dd2 growth – qHTS Primary assay for Inhibitors of Plasmodium falciparum Dd2 growth in vitro | AID 1347417, 2020 | P. falciparum Dd2 growth, SYBR Green, 72 h | Potency, µM (series often up to 28.9 µM), for inactives: at the highest dose activity, negative = inhibition, most hits filed as inhibitors | 4.3% of 120,000 active; active = well fitted inhibition curve with a large enough effect; inconclusive = small, poorly fitted or top-dose-only effect; inactive = no such curve, though single readings can be large or run the other way;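 note: plate controls were DMSO vehicle for no effect and reference drug for full effect; nearly all actives have a fitted effect of over 65% in size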
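Infected erythrocytes (Dd2, 0.3% parasitemia, 2.5% hematocrit final) are added to compound in RPMI-1640/Albumax II medium, grown 72 h at 37C in low oxygen, then lysed with saponin/Triton-X containing SYBR Green and read by fluorescence.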
* hit, by the source's call; i = inactive; ? = inconclusive; [ ] = another dose, or the depositor's remark. Potency is the fitted concentration of half-maximal effect.

SMILES | Pf Dd2 growth
Cc1ccc(C2(C(=O)N3C[C@@H](CN4CCCCC4)[C@@H](CO)C3)CC2)cc1 | ?
COc1ccc(Nc2cc(C(=O)NCCCN(C)Cc3ccccc3)c3ccccc3n2)c(OC)c1 | 17.0%
O=C(Nc1c(C(=O)c2ccccc2)oc2ccccc12)c1ccc(F)cc1 | 6.7%
O=C(c1cnn(-c2ccc(F)cc2)c1-n1cccc1)N1CCN(c2ccc(F)cc2)CC1 | 39.1%[activator]
O=C(NCCN1CCN(c2cccc(Cl)c2)CC1)Nc1ccccc1 | -19.4%
CCN1c2cc(C(=O)NC3CCCC3)ccc2C(=O)N2CCCCC21 (stereo not given) | -10.3%
Cc1oc2c(c1C(=O)N(C)CCc1ccccn1)CN(Cc1cccc(F)c1)CC2 | -25.8%
Cn1nnnc1C1CCCN(C(=O)c2ccccc2)C1 (stereo not given) | 3.2%
CCc1ccccc1NC(=O)CN(c1cc(C(F)(F)F)ccc1Cl)S(=O)(=O)c1ccccc1 | ?
O=C(Cn1c(=O)c2ccccc2n(CC(=O)Nc2ccc(Cl)cc2)c1=O)NCCc1ccccc1 | -0.6%
Cc1ccc(CCNC(=O)CN2CCN(Cc3ccc(Cl)cc3)C2=O)cc1 | 1.5%
CCN1c2cc(C(=O)Nc3ccc(Cl)cc3)ccc2C(=O)N2CCCCCC21 (stereo not given) | ?
COc1ccc(NC(=O)C2=C(C)Nc3nc(SCc4ccc(C)cc4C)nn3C2c2cccc(OC)c2OC)cc1 (stereo not given) | -20.9%
Cc1cccc(NC(=O)CC2CCCN(c3cnn(C)c(=O)c3)C2)c1 (stereo not given) | i
Cc1cn2nc(C(=O)NC(C)c3ccccc3)cc2c(N2CCCC2)n1 (stereo not given) | ?
NC(=O)c1cccnc1N1CCC(n2cc(-c3ccccc3Cl)nn2)CC1 | ?
CC(C)c1ccc(C(=O)N2C[C@@H](CO)[C@H](N(C)C)C2)cc1 | -6.8%
N#Cc1nc(/C=C/c2ccc(F)cc2)oc1NCc1ccc(F)cc1 | -2.8%
O=C(c1ccco1)N1CCN(c2nc3c(F)cc(F)cc3s2)CC1 | -7.8%
O=C(NCCc1nc(-c2ccccc2)cs1)C1CC(=O)N(c2n[nH]c3ccccc23)C1 (stereo not given) | -3.1%
CC(C)Oc1ccc(C(=O)N(Cc2ccco2)c2ccccn2)cc1 | 23.3%
CC(C)NC(=O)NCc1nnc2n1C(C(=O)N(C)C)CC2 (stereo not given) | i
COC(=O)c1sc2ncccc2c1-n1c(C)ccc1C | ?
CCc1noc(-c2cccn3c(CNC(=O)c4cccc(N(C)C)c4)nnc23)n1 | ?
Cc1cccc(OCCc2noc(C3CCCN3)n2)c1 (stereo not given) | -23.5%
CC(C)CCNC(=O)C(Cc1ccccc1)NS(=O)(=O)c1ccc2c(c1)c(=O)n(C)c(=O)n2C (stereo not given) | -23.4%
Cc1noc2c(N3CC(O)C3)cc(-c3cccc(C(F)(F)F)c3)nc12 | i
CN(CC1CCOC1)S(=O)(=O)c1ccc(C(F)(F)F)cc1 (stereo not given) | 39.4%[activator][5.79 µM]
Cc1ncc2c(c1CNS(=O)(=O)N(C)C)CCN(C(=O)c1cccc(N3CCCC3=O)c1)C2 | ?
CN(CCc1ccccc1)[C@@H]1[C@H](O)[C@H](CO)O[C@@H]1CNC(=O)c1cccc(F)c1 | ?
COc1ccc(CNC(=O)c2cnc3cc(C)ccn3c2=O)cc1 | -1.2%
Cc1ccc(C(=O)N2CCC3(CC2)NC(=O)N(c2ccccc2)N3)s1 | -19.5%
CN(C)C(=O)c1ccc(-c2ccccc2N(C)C)nc1 | -1.4%
COc1ccccc1CNS(=O)(=O)c1ccc2[nH]c3c(c2c1)CCCCC3 | -24.6%
CCc1nc(C)c(C(=O)N2CCOC(CCCC(C)C)C2)o1 (stereo not given) | -11.0%
O=C(NC1CCCCC1)[C@@H]1C[C@@H](O)CN1C1CCN(C(=O)C2CC2)CC1 | 0.3%
O=C(Nc1ccc(C2(C(=O)NCc3ccc(F)cc3)CCCCC2)cc1)C1CC1 | 4.0%
NC(=O)[C@@H]1CN(C(=O)CC2CC2)C[C@H]1COc1ccccc1 | -0.1%
COc1ccc(NC(=O)NC[C@H]2C[C@@H]3CCN2C[C@@H]3c2cc(-c3ccccc3Br)nc(C)n2)cc1 | i
O=[S+]([O-])(c1cccs1)N1CCn2c(nnc2-c2ccc(Cl)cc2)C1 | 13.5%
Cc1ccc(C)c(Cn2cc(S(=O)(=O)c3ccc(Cl)cc3)c(=O)c3cc(F)ccc32)c1 | i
COCc1cccc(-c2n[nH]c3c2CC(=O)N(c2ccccc2)C3)c1 | 14.7%[44.1 µM]
O=C(Cc1c(C(=O)O)[nH]c2ccccc12)Nc1cccc(C(F)(F)F)c1 | 43.1%[activator]
CCN(CC)CC[C@H]1CN(C(=O)C2CCC2)CC[C@H]1CC(=O)O | 8.5%[44.1 µM]
COc1ccc(Nc2ncnc3sc4c(c23)CCCC4)cc1 | 3.5%
Cc1ccc(NC(=O)c2oc3ccc(S(=O)(=O)N4CCCCCC4)cc3c2C)cc1Cl | 21.5%
Cc1ccc2onc(CNC(=O)N3CCN(c4cccc(C(F)(F)F)c4)CC3)c2c1 | 0.8%
CCOc1cc(=O)n2c(c1C(=O)N1CCN(c3ccc(F)cc3)CC1)CCCC2 | 21.4%
COC(=O)C1CCN(C(=O)CC[C@H]2CNC(=O)[C@@H]3[C@@H](CCN3C(C)C)N2C)CC1 | 30.6%[activator][44.1 µM]
CCOCCCNC(=O)c1c(NC(=O)c2cc(=O)c3cc(C)c(C)cc3o2)sc2c1CCC2 | i
CCc1ccccc1NC(=O)C1(S(=O)(=O)c2ccc(Cl)cc2)CC1 | 3.4%
Cc1nnc(N2CCC(C(=O)NC(C)C)CC2)c2nn(-c3ccccc3)c(C)c12 | 8.6%
FC(F)(F)c1ccc(CN2CCn3c(nnc3-c3ccncc3)C2)cc1 | ?
CC(=O)c1ccc(NC(=O)N[C@@H]2C=C(C(=O)N[C@H](CC(C)C)C(N)=O)C[C@@H](O)[C@@H]2O)cc1 | 22.7%
CC(=O)c1ccc(NC(=O)CSc2ccc(-c3cccs3)nn2)cc1 | -24.6%
CCOc1ccc(OC(=O)c2cn(-c3cccc(OC)c3)c(=O)c3ccccc23)cc1 | ?
COCCNC(=O)c1cc(C2CC2)nc2onc(C3CCNC3)c12 (stereo not given) | 3.4%
CN1CC(=O)N(C2CCNC2)Cc2c1ncnc2N1CCC(N)CC1 (stereo not given) | 4.0%
O=C(O)CCC1CCN(S(=O)(=O)c2ccccc2)CC1 | 3.6%
CC(C)c1ccc(CC(=O)N2CCCc3ncc(C(=O)NCC4CCCO4)cc32)cc1 (stereo not given) | ?
Other results follow:
SMILES | Pf Dd2 growth
CN(Cc1cnn(C)c1)Cc1ccccc1OCC(O)CN1CCCCC1 (stereo not given) | ?
CN1CC(=O)N(C2CCCNC2)Cc2c1ncnc2N1CCN(c2ncccn2)CC1 (stereo not given) | 5.9%
COc1cccc(N2C(=O)NC(=NC3CCCC3)C23CCCN([S+](=O)([O-])c2cccc(C(F)(F)F)c2)C3)c1 (stereo not given) | ?
COc1cccc(C(=O)N2CCN(c3cc(-c4ccccc4)[nH]n3)CC2)c1OC | i
COc1ccc(C2CC(=O)N(Cc3cccc(F)c3)c3ccccc3S2)cc1 (stereo not given) | ?
CSc1cccc(NC(=O)CN2C(=O)NC3(CCC(C)CC3)C2=O)c1 (stereo not given) | i
COCCNC(=O)C1=CC(c2ccc3c(c2)OCO3)=NS(=O)(=O)N1C | 19.1%
Cc1ncsc1-c1nc(CC2CCN(C)CC2)nn1Cc1ccccc1 | -18.7%
COc1ccc(CN2CCc3ncc(C(=O)N4CCC(c5ccccc5)CC4)n3CC2)cn1 | i
CCc1cccc(-n2nnnc2N2CCN(C(=O)Nc3ccc(C)c(OC)c3)CC2)c1 | -18.1%
COc1ccc(N2CC(c3noc(-c4ccc(OC)cc4C)n3)CC2=O)cc1 (stereo not given) | -15.8%
COc1ccc(-c2nc(C3CC3)nc3c2CCN(Cc2ccc(C#N)cc2)CC3)cc1 | 7.94µM*
COc1c(Cl)cc(C(=O)Nc2cc(-c3nc4ccccc4[nH]3)ccc2C)cc1Cl | -28.0%
CCNC(=O)NC[C@H]1C[C@@H]2CCN1C[C@@H]2c1cc(-c2ccc(N(C)C)cc2)nc(C)n1 | -4.3%[44.1 µM]
Cc1ccc(S(=O)(=O)c2nnn3c2nc(NCc2cccs2)c2sccc23)cc1 | -29.1%
COc1cccc(NC(=O)CN(C)S(=O)(=O)c2cccs2)c1 | 38.1%
Cc1noc(C)c1CN[C@@H]1C[C@H](CO)[C@@H](O)[C@H]1O | 10.0%[44.1 µM]
O=C(CSc1nc2c([nH]c3ccccc32)c(=O)n1-c1cccc(Cl)c1)N1CCCC1 | i
Cc1ccc(CNC(=O)N2CCC3(CC2)CC(N(C2CC2)S(C)(=O)=O)CCO3)cc1 (stereo not given) | -0.6%
O=C(c1ccc(N2CCCOCC2)nc1)N1CCC(CCn2cccn2)CC1 | -18.3%
COc1cccc(COC2CN(CC(C)C)C(=O)CN(C(=O)c3csc(C(C)=O)c3)C2)c1 (stereo not given) | -21.9%
Cc1nn(C)cc1C(=O)N1CCC2(CC1)CC(c1ccccc1)C(=O)N2 (stereo not given) | 1.0%
CCC1Oc2ccc(NC(=O)c3ccccc3OC)cc2CN(Cc2ccc(OC)cc2)C1=O (stereo not given) | ?
O=C(Nc1ccc(Cl)cc1)c1ccc2c(c1)N(Cc1ccccc1)CCS2 | 4.47µM*
CO[C@H]1C(=O)N(C(C)C)[C@H]1C1CCN(CC2CCCCC2)CC1 | ?
COc1ccc(NC(=O)c2ccc3snnc3c2)cc1OC | 20.8%
COCCN1C(=O)c2cccn2CC1CNC(=O)Cc1c(C)noc1C (stereo not given) | -11.8%
O=C(C1CCOCC1)N1CCC(N2C(=O)C(O)C23CCCCC3)CC1 (stereo not given) | 10.7%
COCCCn1c(C)cc(C(=O)NCCc2noc(COC)n2)c1C | -19.6%
Cc1ccc2oc(=O)c3cnn(CC(=O)N4CCN(c5ccccc5F)CC4)c3c2c1 | -5.0%
Cn1nc2n(c1=O)CCC(NC(=O)CCS(=O)(=O)c1ccccc1)CC2 (stereo not given) | i
Cc1cc(C)c(CN2CCCC23Cc2ccccc2CNC3=O)c(C)c1 (stereo not given) | -4.6%
COc1ccc(-c2n[nH]c3c2cnc2cc(OC)c(OC)cc23)cc1 | -13.5%
O=C(CN1C(=O)NC2(CCOCC2)C1=O)Nc1ccc(Br)cc1 | 23.2%
Cc1ccc(S(N)(=O)=O)cc1C(=O)N1CCC2(CCCNC2=O)C1 (stereo not given) | -6.9%
COc1ccc2c(Sc3ccc(C)cc3)c(C(=O)NCC(C)c3ccccc3)[nH]c2c1 (stereo not given) | 51.9%[activator]
O=C(NCc1cccc(F)c1)C1CN(c2ccccc2)C(=O)N1 (stereo not given) | i
COc1cccc(N2CCN(C(=O)C3CCCN(c4cnc5nccnc5c4)C3)CC2)c1 (stereo not given) | -8.7%
Cc1ccc(C(=O)N[C@H]2CO[C@H]3[C@@H]2OC[C@@H]3Nc2nccc(-c3cccc(F)c3)n2)cc1 | 2.0%[44.1 µM]
COCc1cc(N2CCC(c3cccc(OC)c3OC)C2)ncn1 (stereo not given) | -10.6%
COc1cccc(NC(=O)[C@@H]2C[C@@H](c3cccc(C(F)(F)F)c3)N(C)C2)c1 | -15.3%[44.1 µM]
Cc1cc(Cl)ccc1NC(=O)c1cnc(-c2ccccc2)nc1-c1ccncc1 | ?
CCOCC(=O)N[C@@H]1CN(c2ncccn2)C[C@H]1CO | 14.7%
Cn1ccnc1C(=O)N1CCC(N2C(=O)C(OCC3CC3)C23CCOCC3)CC1 (stereo not given) | -3.8%
N#Cc1cccc(NC(=O)NC[C@H]2C[C@@H]3CCN2C[C@@H]3CN2CCN(c3ncccn3)CC2)c1 | i
Cc1ccc(-c2nc(C(=O)NCc3ccc(OC(C)C)cc3)no2)cc1 | 2.7%
Cc1noc(C)c1C(=O)N1Cc2ccccc2CC2(CCCN(CC3CCNCC3)C2)C1 (stereo not given) | -12.2%
COc1ccc(C(=O)N[C@H]2[C@H](O)[C@H](O)C[C@@H]2c2cccnc2)cc1 | 28.3%[44.1 µM]
Cc1nnc(N2CCC(C(=O)NC3CCCCC3)CC2)c2nn(-c3ccccc3)c(C)c12 | 42.2%[activator]
O=C(Cn1c(=O)c2c(n1Cc1ccccc1)CN(Cc1ccccc1)CC2)NCc1ccc2c(c1)OCO2 | -3.7%
O=c1n(CC2CC2)nc2n1CCN(Cc1ccc3[nH]ccc3c1)CC2 | 26.0%
CCCCC(=O)N1CCC(OC2CCN(Cc3cccnc3)CC2)CC1 | 3.0%

Given tab-delimited: 2 of the compounds above
molecule	Pf Dd2 growth
O=C(O)CCC1CCN(S(=O)(=O)c2ccccc2)CC1	3.6%
CC(C)c1ccc(CC(=O)N2CCCc3ncc(C(=O)NCC4CCCO4)cc32)cc1 (stereo not given)	?

7 records drawn at random from the list so far:
SMILES | Pf Dd2 growth
COc1ccc(C(=O)N[C@H]2[C@H](O)[C@H](O)C[C@@H]2c2cccnc2)cc1 | 28.3%[44.1 µM]
Cc1ccc(-c2nc(C(=O)NCc3ccc(OC(C)C)cc3)no2)cc1 | 2.7%
Cn1ccnc1C(=O)N1CCC(N2C(=O)C(OCC3CC3)C23CCOCC3)CC1 (stereo not given) | -3.8%
Cc1noc(C)c1C(=O)N1Cc2ccccc2CC2(CCCN(CC3CCNCC3)C2)C1 (stereo not given) | -12.2%
CCCCC(=O)N1CCC(OC2CCN(Cc3cccnc3)CC2)CC1 | 3.0%
O=C(Cn1c(=O)c2c(n1Cc1ccccc1)CN(Cc1ccccc1)CC2)NCc1ccc2c(c1)OCO2 | -3.7%
Cc1nnc(N2CCC(C(=O)NC3CCCCC3)CC2)c2nn(-c3ccccc3)c(C)c12 | 42.2%[activator]

Compound activity as filed in PubChem BioAssay.

Only part of the results is shown; count on the stated rates, not on these rows.
